Screens from PubChem.
pPAFAH FP inh: inhibitors of human plasma PAF acetylhydrolase (pPAFAH); Q13093; inhibition, % at 3.39 µM; AID 463082; 1.5% of 330,000 active; recombinant pPAFAH, FP-rhodamine probe fluorescence polarization;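 active = inhibition above the mean inhibition across the screen plus 3 SD, cut at about 25% in these data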;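 also: inhibitors block binding of the rhodamine activity-based probe so polarization drops; 0% = enzyme with DMSO and 100% = wells lacking pPAFAH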
Bcl-xL primary: Bcl-xL (human) inhibition | GST-Bcl-xL / FITC-Bim BH3 peptide fluorescence polarization | AID 2129 | Q07817 | inhibition, % at 10.9 µM | 0.7% of 320,000 active;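 active = inhibition above the mean of all tested compounds plus 3 SD, cutoff set per campaign, cut at about 30% in these data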;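 also: 0% = DMSO wells and 100% = unlabeled Bim-BH3 peptide competitor; inhibitors lower millipolarization by displacing the labeled peptide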
Target sequence (Q07817 whole entry, looked up): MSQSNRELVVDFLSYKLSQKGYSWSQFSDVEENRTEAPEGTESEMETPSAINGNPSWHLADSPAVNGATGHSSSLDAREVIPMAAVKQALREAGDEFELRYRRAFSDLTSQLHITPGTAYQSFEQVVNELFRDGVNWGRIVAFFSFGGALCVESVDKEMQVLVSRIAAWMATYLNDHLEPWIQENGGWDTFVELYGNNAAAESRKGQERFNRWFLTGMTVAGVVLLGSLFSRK
GLD-1 TGE inh: GLD-1-TGE RNA interaction inhibition (C. elegans). purified GLD-1 + fluorescein TGE RNA, fluorescence polarization. inhibition, % at 5.96 µM. 0.44% of 320,000 active;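 active = percent inhibition above a per-plate cutoff, the plate mean of test compounds plus 3 SD, cut at about 30% in these data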;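 also: 0% = DMSO wells with GLD-1 and probe and 100% = wells lacking GLD-1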
PME-1 primary: PME-1 (human) inhibition. recombinant PME-1, FP-Rh probe fluorescence polarization. inhibition, % at 5.9 µM. 0.53% of 320,000 active;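 active = inhibition above the campaign mean of all compounds plus 3 SD, cut at about 26% in these data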;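 also: competitive labeling of PME-1 active site by serine hydrolase directed probe; 0% = PME-1 with DMSO and 100% = wells lacking PME-1 enzyme; inhibitors block probe labeling so polarization falls and inhibition rises; many of its hits are not listed in these tables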
PAFAH1B2 inh: PAFAH1B2 (human) inhibition; AID 492953; inhibition, % at 3.39 µM; recombinant PAFAH1B2, FP-rhodamine activity probe, fluorescence polarization; P68402; 1.2% of 340,000 active;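 active = inhibition above the mean of all tested compounds plus 3 SD, cut at about 24% in these data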;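 also: 0% = enzyme with DMSO and 100% = wells lacking PAFAH1B2; many of its hits are not listed in these tables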
AHR activator: activators of human aryl hydrocarbon receptor; P35869; AHR-responsive luciferase reporter cells, luminescence; activation, % at 5 µM; 2.5% of 320,000 active; in the data active = activation above about 47%;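 also: 0% = vehicle wells and 100% = reference agonist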
Fam108B counter: counter-screen for RBBP9 inhibitors: inhibitors of mouse Fam108B | recombinant Fam108B, FP-Rh probe fluorescence polarization | 0.33% of 300,000 active | inhibition, % at 9.51 µM | AID 1947;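 active = inhibition above the screen mean inhibition plus 3 SD, computed separately per campaign, cut at about 18% in these data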;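 also: inhibitors lower polarization as less probe binds the enzyme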
MCL1 BIM primary: disrupts human MCL1 binding to BIM-BH3 peptide | AID 2057 | GST-MCL1 / FITC-Bim-BH3 fluorescence polarization | 0.68% of 320,000 active | Q07820 | inhibition, % at 10.9 µM;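 active = inhibition above the mean inhibition of all tested compounds plus 3 SD, set per campaign, cut at about 40% in these data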;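 also: 0% = DMSO wells and 100% = unlabeled Bim-BH3 peptide control; higher means more loss of mP so more displacement of Bim peptide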
Target sequence (Q07820 whole entry, looked up): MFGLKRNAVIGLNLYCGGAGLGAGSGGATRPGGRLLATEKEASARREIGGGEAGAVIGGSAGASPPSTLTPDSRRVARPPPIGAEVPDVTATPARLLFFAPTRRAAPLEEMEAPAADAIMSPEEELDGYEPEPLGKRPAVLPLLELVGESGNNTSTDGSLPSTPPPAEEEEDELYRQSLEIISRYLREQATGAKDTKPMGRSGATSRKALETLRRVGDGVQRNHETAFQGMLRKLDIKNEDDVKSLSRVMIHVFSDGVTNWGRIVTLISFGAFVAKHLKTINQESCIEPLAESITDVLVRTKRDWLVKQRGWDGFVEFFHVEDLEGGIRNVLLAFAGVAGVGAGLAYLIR
MEX-5 binding: C. elegans MEX-5 TCR-2 RNA binding activity; 0.38% of 300,000 active; Q9XUB2; MEX-5/FITC-TCR2 RNA binding, fluorescence polarization; hits give low values; activity score (negative = inhibition of binding), % at 10 µM;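 active = inhibition past about -25% in most replicates, and total fluorescence under double the plate's negative control median, limit read from the data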;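 also: 0% = DMSO and -100% = 5 µM competing unlabeled TCR2 RNA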
Target sequence (Q9XUB2 whole entry, looked up): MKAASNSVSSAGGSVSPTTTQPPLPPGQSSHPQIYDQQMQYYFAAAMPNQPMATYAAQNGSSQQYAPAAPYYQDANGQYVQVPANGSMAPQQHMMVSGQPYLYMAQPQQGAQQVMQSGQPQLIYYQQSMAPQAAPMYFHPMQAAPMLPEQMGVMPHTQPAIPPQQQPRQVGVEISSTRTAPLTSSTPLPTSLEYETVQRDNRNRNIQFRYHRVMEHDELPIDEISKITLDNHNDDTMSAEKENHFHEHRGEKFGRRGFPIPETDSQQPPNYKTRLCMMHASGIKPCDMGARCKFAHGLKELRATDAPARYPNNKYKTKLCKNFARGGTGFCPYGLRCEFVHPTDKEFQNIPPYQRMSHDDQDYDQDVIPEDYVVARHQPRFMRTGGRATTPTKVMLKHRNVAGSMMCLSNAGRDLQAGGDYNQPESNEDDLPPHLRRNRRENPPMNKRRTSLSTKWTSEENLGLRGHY
* hit, by the source's call; . = no result given.

SMILES	pPAFAH FP inh	Bcl-xL primary	GLD-1 TGE inh	PME-1 primary	PAFAH1B2 inh	AHR activator	Fam108B counter	MCL1 BIM primary	MEX-5 binding
Cc1ccc(S(=O)(=O)N2CCc3cc4c(cc3C2C)OCCCO4)cc1 (configuration not stated)	4	-2	8	6	5	4	-1	-3	0.6
COc1ccc(NC(=O)CSc2nnnn2-c2ccc(F)cc2)cc1	1	2	1	1	5	2	3	8	-0.5
Cc1cccc(OCc2n[nH]c(=S)n2Cc2ccccc2)c1	0	-12	5	-2	7	2	-2	-23	0.9
CCCCC1NC(C(=O)O)CS1 (configuration not stated)	4	-2	5	-1	1	7	-4	0	-1.7
COC(=O)C(CC(C)C)NC(=O)c1ccc(F)cc1 (configuration not stated)	3	8	-5	-2	2	0	-3	1	-0.7
COc1cc(/C=N/NC2=NS(=O)(=O)c3ccccc32)ccc1OC(C)=O	1	5	-2	0	2	5	2	0	1.3
Cc1ccc(N(C)S(=O)(=O)c2c(C)noc2/C=C/N(C)C)cc1	5	-23	-10	-5	6	-2	0	-35	-30*
O=C(C1CCN(S(=O)(=O)c2cccc3cccnc23)CC1)N1CCN(Cc2ccccc2)CC1	7	3	-2	4	4	0	0	2	.
CCn1c(SCC(=O)Nc2cccc(C)c2)nc2ccccc2c1=O	-1	0	-6	3	-1	-2	1	-3	0.6
COc1ccc(NC(=O)CN2C(=O)NC(C)(C3CC3)C2=O)c(OC)c1 (configuration not stated)	3	-4	5	-4	1	0	.	-7	.
COc1ccc(NC2=Nc3ccccc3CC2)cc1	-8	2	-1	-7	-2	9	0	1	-0.5
CN(C)C(=O)C1(c2ccccc2)CCN(S(=O)(=O)c2ccccc2)CC1	4	4	2	1	4	1	-3	1	-2.4
COc1ccccc1N1CCN(S(=O)(=O)c2ccc3c(c2)NC(=O)CS3)CC1	5	3	9	4	-2	3	3	8	2.0
COc1cc(C(=O)N(C)CCOc2ccccc2)ccc1OCC(=O)Nc1cccc(C(F)(F)F)c1	1	4	2	1	8	-3	0	4	3.4
Cc1cccc(N(Cc2ccccc2F)S(C)(=O)=O)c1	5	1	0	3	-2	1	3	4	0.0
COc1cc(CN2CCC(C(=O)N3CCN(c4ccccc4F)CC3)CC2)ccc1O	-2	3	-3	11	1	1	-2	-2	-0.8
COc1ccc(NC(=O)CN2C(=O)NC3(CCCC3)C2=O)c(OC)c1	3	-8	5	-2	-3	2	-1	-13	-0.2
NC(=O)c1cc(C(=O)Cc2ccccc2)c[nH]1	-3	1	5	-4	2	0	1	2	-0.4
CC1CCN(C(=O)c2ccc(SCc3ccccc3F)c([N+](=O)[O-])c2)CC1	10	8	4	3	2	-1	4	3	-1.4
COc1cc(OC)cc(C(=O)Nc2c(C)nn(-c3ccccc3)c2C)c1	5	0	0	0	1	3	1	0	-2.8
O=C(NCCOc1ccccc1Cl)C(=O)c1c[nH]c2ccccc12	-4	-2	-7	-8	3	18	-5	-1	1.8
COC(=O)/C(=C/c1ccccc1)NC(=O)c1ccco1	3	8	-1	0	4	-2	2	-1	2.6
CC(C)CCNC(=O)NC(=O)COc1ncnc2sccc12	3	5	4	1	3	1	0	5	-4.4
CCOc1ccccc1OCC(=O)Nc1ccc(Cl)cc1Cl	4	-1	5	1	3	-3	-5	-2	2.5
Cc1c(NC(=O)c2cc(-c3ccc(F)cc3)on2)c(=O)n(-c2ccccc2)n1C	3	4	1	-2	3	-2	5	2	-0.3
O=S(=O)(NCc1ccccc1)c1ccc(S(=O)(=O)N(Cc2ccccn2)C2CCCC2)cc1	2	3	1	10	2	-1	1	1	0.1
O=C(c1ccco1)N1CCN=C1SCc1ccc(F)cc1	1	-2	0	-4	5	-2	0	-1	-1.8
COc1cccc(-c2nnc(SCC(=O)Nc3ccc(S(N)(=O)=O)cc3)n2C)c1	6	7	7	0	1	2	4	4	0.3
CCC(=O)NCCc1nc2cc(NC(=O)c3ccccc3OC)ccc2n1C	2	4	0	-4	3	-6	-2	7	0.1
COc1cc(CNCCN(C)C)c(Br)cc1OCC(=O)NCc1ccccc1	4	9	2	-5	5	0	-2	10	2.0
COc1ccc(CNC(=S)Nc2ccc(OC)cc2)cc1	-5	2	2	3	0	0	-3	2	-2.1
Cn1c(=O)c2c(nc(Oc3ccc4c(c3)OCO4)n2Cc2ccc(F)cc2)n(C)c1=O	1	7	2	-3	3	-1	-4	6	-1.0
CCN(CC1CCCO1)C(=O)c1cc(COc2ccccc2SC)on1 (configuration not stated)	2	1	2	6	4	0	0	-4	1.9
COc1ccc(OC)c(C2CC(=O)C3=C(C2)NC(=O)CC3c2ccc(O)c(OC)c2)c1 (configuration not stated)	-3	28	7	6	0	3	0	6	1.7
CCO[C@@H]1OC(C(=O)N2CCOCC2)=C[C@H](c2ccccc2)[C@H]1CCCO	2	6	3	2	2	-2	-3	8	2.5
Cc1cc(C(=O)Nc2ccc(Cl)cc2)c2ccccc2n1	-2	-1	-1	-2	0	66*	-3	2	-0.2
O=[N+]([O-])c1cc(Cl)cc(/C=N\Nc2ccccn2)c1O	4	4	1	14	4	23	11	14	-0.4
CCn1cc(C(=O)O)c(=O)c2cc(F)c(N3CCN(C(=S)Nc4ccccc4OC)CC3)cc21	3	1	8	6	-7	1	2	-1	1.6
CC1(NC(=O)NCc2ccco2)CCS(=O)(=O)C1 (configuration not stated)	3	1	5	-2	-5	-1	-2	-6	1.3
COc1ccc(OC)c(C(=O)NC(CC(N)=O)c2ccc(N3CCN(c4ccc(F)cc4)CC3)c([N+](=O)[O-])c2)c1 (configuration not stated)	3	4	-3	-6	4	1	2	-3	-0.6
CCOc1ccc(NC(=O)CN(c2ccc(OC)c(OC)c2)S(=O)(=O)c2ccc(C)cc2)cc1	4	-3	-4	-2	-2	3	0	-5	-2.0
CCC(NC(=O)Nc1nccs1)(C(F)(F)F)C(F)(F)F	1	5	8	2	5	2	2	4	3.4
CCn1cc([C@@H]2C[C@H]3CN(Cc4cccc(Cl)c4)C(=O)[C@]34CCCN24)cn1	4	-1	-5	-5	.	3	-1	-2	1.2
O=C(CCNC(=O)c1ccccc1Cl)Nc1ccc(Cl)c(C(F)(F)F)c1	4	-7	-10	9	1	-2	-4	-19	0.6
NC(=O)COC(=O)c1ccc(C(=O)C(=O)c2ccccc2)cc1	1	-2	-3	-5	.	1	-2	-4	1.0
CN1CCN(C(=O)/C(=C/c2ccccc2F)NC(=O)c2ccccc2)CC1	2	3	-8	-1	2	2	-2	1	-1.2
CCc1n[nH]c(=S)n1/N=C/c1ccc(-c2ccc(Br)cc2)o1	7	-11	4	-2	-5	5	0	-6	-1.4
CCCOc1ccc(NC(=O)OC2CCN(C)CC2)cc1	-1	7	0	-1	6	1	2	3	0.1
CCN1CCN(C(=O)C(C)Oc2ccc(S(=O)(=O)N3CCCC3)cc2C(N)=O)CC1 (configuration not stated)	0	5	1	2	8	-1	.	9	.
CCOc1ccc(NN=C(C(=O)OC)C(=O)OC)c([N+](=O)[O-])c1	2	3	2	0	-1	1	-1	-2	.
Next entries.
SMILES	pPAFAH FP inh	Bcl-xL primary	GLD-1 TGE inh	PME-1 primary	PAFAH1B2 inh	AHR activator	Fam108B counter	MCL1 BIM primary	MEX-5 binding
CC(=O)c1ccc(OCC(O)CN2CCN(CCO)CC2)cc1 (configuration not stated)	5	0	2	-1	2	1	-1	-7	-3.6
CCc1ccc(NC(=O)CSc2ccc(-c3ccccn3)nn2)cc1	-7	0	4	2	1	28	6	1	4.0
Cc1ccc(CC(=O)Nc2ccc(S(=O)(=O)N3CCOCC3)cc2)cc1C	-5	0	-2	3	1	0	.	-1	.
Clc1ccc(-c2nnc(-c3ccccc3)nc2-c2c[nH]c3ccccc23)cc1	-4	0	4	0	3	13	2	1	-0.1
CC(=O)N1C(C)(C)CC(=NOC(=O)c2ccccc2)CC1(C)C	6	7	-5	-2	4	2	-2	2	0.3
CCc1cccc(NC(=S)N(CCOC)C2CCN(C(C)=O)CC2)c1	5	4	5	-5	3	4	3	8	-2.0
O=C(N[C@@H](Cc1ccccc1)C(=O)Nc1ccc(F)cc1)C1CCNCC1	-4	-2	6	3	3	2	2	-4	-0.1
CCCCn1c(-c2ccoc2C)n[nH]c1=S	1	-4	3	-2	8	2	-2	-10	-2.2
O=C(Nc1cccc(C(F)(F)F)c1)c1ccc(-n2cncn2)nc1	0	1	-4	1	3	1	1	2	1.2
CC1CN(Cc2ccccn2)CCC1=O (configuration not stated)	4	7	0	2	5	-2	-5	13	-6.0
Cc1ccccc1OCCNc1cc(N2CC(C)NC(C)C2)ccc1[N+](=O)[O-] (configuration not stated)	12	6	-2	10	6	16	6	5	1.0
COc1ccc(C(=O)ON=C2CCN(C)CC2)cc1	3	10	-2	2	5	-2	2	8	1.7
C=CCc1cc(C(=O)N2CCCCC2)ccc1O	6	3	1	-3	1	-2	0	3	-3.9
CCOCCCNCc1ccc(OCc2ccc(F)cc2)c(OC)c1	3	-11	-6	1	2	3	-3	-18	0.4
CC1=C(C#N)C(c2cccnc2)C2=C(CC(c3ccc(Cl)cc3)CC2=O)N1 (configuration not stated)	2	-3	7	-3	21	-3	-3	-7	0.0
CCOC(=O)N1CCN(C(=O)c2sc3nc(-c4ccc(F)cc4)cn3c2C)CC1	2	-1	-7	-5	4	2	0	1	-0.3
COc1ccc(OCc2nnc(SCC(N)=O)n2-c2ccccc2OC)cc1	4	3	4	2	4	2	2	0	-1.4
COc1cc(-c2nnc(SCC(=O)c3ccc(C)cc3)o2)cc(OC)c1OC	-1	-1	5	-1	3	0	-4	5	-2.0

In the list so far, eight have a Cl atom.
SMILES	pPAFAH FP inh	Bcl-xL primary	GLD-1 TGE inh	PME-1 primary	PAFAH1B2 inh	AHR activator	Fam108B counter	MCL1 BIM primary	MEX-5 binding
O=C(NCCOc1ccccc1Cl)C(=O)c1c[nH]c2ccccc12	-4	-2	-7	-8	3	18	-5	-1	1.8
CCOc1ccccc1OCC(=O)Nc1ccc(Cl)cc1Cl	4	-1	5	1	3	-3	-5	-2	2.5
Cc1cc(C(=O)Nc2ccc(Cl)cc2)c2ccccc2n1	-2	-1	-1	-2	0	66*	-3	2	-0.2
O=[N+]([O-])c1cc(Cl)cc(/C=N\Nc2ccccn2)c1O	4	4	1	14	4	23	11	14	-0.4
CCn1cc([C@@H]2C[C@H]3CN(Cc4cccc(Cl)c4)C(=O)[C@]34CCCN24)cn1	4	-1	-5	-5	.	3	-1	-2	1.2
O=C(CCNC(=O)c1ccccc1Cl)Nc1ccc(Cl)c(C(F)(F)F)c1	4	-7	-10	9	1	-2	-4	-19	0.6
Clc1ccc(-c2nnc(-c3ccccc3)nc2-c2c[nH]c3ccccc23)cc1	-4	0	4	0	3	13	2	1	-0.1
CC1=C(C#N)C(c2cccnc2)C2=C(CC(c3ccc(Cl)cc3)CC2=O)N1 (configuration not stated)	2	-3	7	-3	21	-3	-3	-7	0.0

Some entries already given with just Fam108B counter and PAFAH1B2 inh:
SMILES | Fam108B counter | PAFAH1B2 inh
COc1ccc(OCc2nnc(SCC(N)=O)n2-c2ccccc2OC)cc1 | 2 | 4
COc1cc(-c2nnc(SCC(=O)c3ccc(C)cc3)o2)cc(OC)c1OC | -4 | 3

Only part of the results is shown; rates above refer to the full screens.
